# MCL1-BIM inh = MCL1-BIM-BH3 interaction inhibition (human) | Q07820 | GST-MCL1 / FITC-Bim-BH3 fluorescence polarization | inhibition, % at 10.9 µM | actives 0.68% (n = 320,000) | AID 2057;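 active means inhibition above the mean inhibition of all tested compounds plus 3 SD, set per campaign, cut at about 40% in these data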;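 further: 0% = DMSO wells and 100% = unlabeled Bim-BH3 peptide control; higher means more loss of mP so more displacement of Bim peptide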
# PME-1 primary = blocks human protein phosphatase methylesterase 1. Q9Y570. recombinant PME-1, FP-Rh probe fluorescence polarization. inhibition, % at 5.9 µM. actives 0.53% (n = 320,000). AID 2130;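 active means inhibition above the campaign mean of all compounds plus 3 SD, cut at about 26% in these data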;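 further: competitive labeling of PME-1 active site by serine hydrolase directed probe; 0% = PME-1 with DMSO and 100% = wells lacking PME-1 enzyme; inhibitors block probe labeling so polarization falls and inhibition rises; many of its hits are not listed in these tables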
# Target sequence (Q9Y570 whole entry, looked up): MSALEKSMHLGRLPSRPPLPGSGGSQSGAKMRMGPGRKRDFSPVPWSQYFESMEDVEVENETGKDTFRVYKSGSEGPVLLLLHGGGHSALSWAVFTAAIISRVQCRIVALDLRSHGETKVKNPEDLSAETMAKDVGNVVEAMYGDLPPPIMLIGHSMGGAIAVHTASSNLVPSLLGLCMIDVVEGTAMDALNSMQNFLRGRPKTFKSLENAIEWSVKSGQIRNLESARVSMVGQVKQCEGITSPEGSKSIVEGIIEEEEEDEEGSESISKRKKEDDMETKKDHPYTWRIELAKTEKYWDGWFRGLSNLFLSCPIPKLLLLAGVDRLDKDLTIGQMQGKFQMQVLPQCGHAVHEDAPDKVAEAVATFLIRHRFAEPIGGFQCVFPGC
# pPAFAH FP inh = pPAFAH (human) enzyme inhibition. Q13093. recombinant pPAFAH, FP-rhodamine probe fluorescence polarization. inhibition, % at 3.39 µM. actives 1.5% (n = 330,000);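 active means inhibition above the mean inhibition across the screen plus 3 SD, cut at about 25% in these data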;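 further: inhibitors block binding of the rhodamine activity-based probe so polarization drops; 0% = enzyme with DMSO and 100% = wells lacking pPAFAH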
# Target sequence (Q13093 whole entry, looked up): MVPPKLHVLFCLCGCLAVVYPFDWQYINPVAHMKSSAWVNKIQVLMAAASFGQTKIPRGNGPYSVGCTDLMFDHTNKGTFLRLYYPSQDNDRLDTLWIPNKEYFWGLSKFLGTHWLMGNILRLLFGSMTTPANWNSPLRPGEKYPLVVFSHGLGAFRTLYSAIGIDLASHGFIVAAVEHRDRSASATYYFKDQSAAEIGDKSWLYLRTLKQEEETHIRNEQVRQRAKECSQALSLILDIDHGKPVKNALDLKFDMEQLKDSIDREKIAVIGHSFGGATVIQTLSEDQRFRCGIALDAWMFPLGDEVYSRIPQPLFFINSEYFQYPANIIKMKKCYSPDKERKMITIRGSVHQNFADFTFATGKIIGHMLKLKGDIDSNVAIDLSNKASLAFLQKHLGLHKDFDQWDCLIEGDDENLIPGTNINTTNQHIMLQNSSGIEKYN
# GLD-1 RNA inh = GLD-1-TGE RNA interaction inhibition (C. elegans); AID 2280; inhibition, % at 5.96 µM; actives 0.44% (n = 320,000); purified GLD-1 + fluorescein TGE RNA, fluorescence polarization; Q17339;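 active means percent inhibition above a per-plate cutoff, the plate mean of test compounds plus 3 SD, cut at about 30% in these data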;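 further: 0% = DMSO wells with GLD-1 and probe and 100% = wells lacking GLD-1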
# Fam108B counter = blocks mouse Fam108B hydrolase in RBBP9 counter-screen; actives 0.33% (n = 300,000); recombinant Fam108B, FP-Rh probe fluorescence polarization; inhibition, % at 9.51 µM; AID 1947;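 active means inhibition above the screen mean inhibition plus 3 SD, computed separately per campaign, cut at about 18% in these data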;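 further: inhibitors lower polarization as less probe binds the enzyme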
# MEX-5 binding = C. elegans MEX-5 TCR-2 RNA binding activity; Q9XUB2; MEX-5/FITC-TCR2 RNA binding, fluorescence polarization; hits give low values; activity score (negative = inhibition of binding), % at 10 µM; actives 0.38% (n = 300,000); AID 1832;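 active means inhibition past about -25% in most replicates, and total fluorescence under double the plate's negative control median, limit read from the data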;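 further: 0% = DMSO and -100% = 5 µM competing unlabeled TCR2 RNA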
# PAFAH1B2 FP inh = PAFAH1B2 (human) inhibition | P68402 | recombinant PAFAH1B2, FP-rhodamine activity probe, fluorescence polarization | inhibition, % at 3.39 µM | actives 1.2% (n = 340,000) | AID 492953;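 active means inhibition above the mean of all tested compounds plus 3 SD, cut at about 24% in these data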;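 further: 0% = enzyme with DMSO and 100% = wells lacking PAFAH1B2; many of its hits are not listed in these tables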
# AHR activator = human AHR activation; P35869; AHR-responsive luciferase reporter cells, luminescence; activation, % at 5 µM; actives 2.5% (n = 320,000); in the data active means activation above about 47%;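 further: 0% = vehicle wells and 100% = reference agonist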
# BCLXL inh = inhibitors of human Bcl-xL. GST-Bcl-xL / FITC-Bim BH3 peptide fluorescence polarization. AID 2129. Q07817. actives 0.7% (n = 320,000). inhibition, % at 10.9 µM;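 active means inhibition above the mean of all tested compounds plus 3 SD, cutoff set per campaign, cut at about 30% in these data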;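 further: 0% = DMSO wells and 100% = unlabeled Bim-BH3 peptide competitor; inhibitors lower millipolarization by displacing the labeled peptide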
# Target sequence (Q07817 whole entry, looked up): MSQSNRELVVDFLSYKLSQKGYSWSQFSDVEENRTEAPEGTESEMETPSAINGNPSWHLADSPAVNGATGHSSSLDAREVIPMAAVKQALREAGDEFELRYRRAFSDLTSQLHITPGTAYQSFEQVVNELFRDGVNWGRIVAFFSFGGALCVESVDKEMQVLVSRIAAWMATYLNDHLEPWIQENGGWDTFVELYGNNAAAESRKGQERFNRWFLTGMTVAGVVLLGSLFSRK
# * hit, by the source's call; nt = no result given. The list is partial; rates above refer to the full screens.
No.	molecule	MCL1-BIM inh	PME-1 primary	pPAFAH FP inh	GLD-1 RNA inh	Fam108B counter	MEX-5 binding	PAFAH1B2 FP inh	AHR activator	BCLXL inh
1	Cc1ccccc1NC(=O)c1cccnc1	-5	-3	1	-6	4	-0.3	-2	1	3
2	CCC(C)NC(=O)CN1C(=O)NC2(CCOc3ccccc32)C1=O (stereo not given)	0	-1	-2	4	0	1.5	1	0	-2
3	COC(=O)C1(CCSC)NC(c2ccc(O)cc2)C2C(=O)N(c3ccc4c(c3)OCCO4)C(=O)C21 (stereo not given)	6	-8	1	0	2	-0.7	-1	0	5
4	N#Cc1ccc(OCC(=O)NCCc2ccc(S(N)(=O)=O)cc2)cc1	10	-2	-4	7	-3	2.2	0	2	9
5	COc1ccc(N2CCN(S(=O)(=O)c3c(C)[nH]c(C)c3C(=O)N3CCCCC3)CC2)cc1	0	-9	8	10	-5	0.7	-1	1	0
6	Cc1ccc(C(C)(C)NC(=O)C2CCC(=O)N(CC3CCCCC3)C2)cc1 (stereo not given)	-1	4	5	-3	-1	-0.7	8	-1	-5
7	COc1ccccc1C(=O)N1CCN(c2cccc(Cl)c2)CC1	-7	-1	1	2	-4	1.3	2	2	-6
8	O=C(CN1C(=O)COc2ccc(S(=O)(=O)N3CCOCC3)cc21)Nc1cccc(Cl)c1	2	-2	2	4	2	-1.6	2	2	4
9	CCOc1ccc(NC(=O)CN(C)Cc2ccc3c(c2)OCO3)cc1S(=O)(=O)N1CCCC1	-7	-5	0	-3	nt	nt	8	0	-5
10	Cc1cc(=O)[nH]c(N/N=C/c2ccc(Cl)c([N+](=O)[O-])c2)n1	4	1	1	-1	4	-1.6	4	3	0
11	FC(F)(F)Sc1ccc(NC(=S)NCc2ccccc2)cc1	2	-29	-4	1	-18	-2.8	-1	4	-2
12	CC(C)CN(C(=O)COC(=O)CNC(=O)c1sc2ccccc2c1Cl)C1CCS(=O)(=O)C1 (stereo not given)	-2	0	0	0	0	5.7	3	0	2
13	O=C1CC(C(=O)Nc2ccccc2)S/C(=N\NC(=O)c2ccccc2Cl)N1 (stereo not given)	2	2	0	0	-4	-8.0	5	4	-2
14	Cc1ccc(Nc2nc(N)nc(CN3CCN(Cc4ccc5c(c4)OCO5)CC3)n2)cc1	1	-2	-7	2	-1	-0.6	-4	3	1
15	CC(C)C1N(S(=O)(=O)c2ccccc2)CCN1S(=O)(=O)c1ccccc1	5	-8	5	-3	2	-1.6	5	-2	2
16	COc1ccc(-n2cc(C(=O)Nc3cc([N+](=O)[O-])ccc3OC)c3ccccc3c2=O)cc1	-7	0	-6	4	-6	3.6	-6	-4	0
17	Nc1ccccc1-c1nnc(SCc2ccccc2F)[nH]c1=O	3	-1	10	4	2	-0.5	7	9	6
18	O=C(CN(Cc1ccccc1)C(=O)CNS(=O)(=O)c1ccc(F)cc1)NCc1ccco1	2	-4	12	7	-1	1.2	-1	1	7
19	NC1=NC(c2ccc(Cl)cc2)C(C(=O)c2ccccc2)N1 (stereo not given)	-7	0	10	-11	1	-3.2	9	1	-3
20	O=C1CCC(=O)N1c1ccccc1-c1ccccc1	-3	-3	5	3	-4	0.7	3	-1	2
21	COc1ccc2nc(SCC(=O)Nc3ccc(S(=O)(=O)Nc4onc(C)c4C)cc3)[nH]c2c1	0	4	6	5	2	2.0	-4	2	11
22	O=S(=O)(NCc1ccccn1)c1ccccn1	4	0	-4	12	4	-3.7	0	1	5
23	Cc1ccccc1N1CC(C(=O)Nc2nnc(SCC(=O)Nc3nccs3)s2)CC1=O (stereo not given)	6	-15	17	-3	-8	-2.2	-2	0	9
24	O=C(NCc1cccc(Br)c1)C1CC(c2ccccc2C(F)(F)F)=NO1 (stereo not given)	1	2	2	3	-3	1.1	6	4	-2
25	CCCCC(NC(=O)c1ccccc1)C(=O)OCC(=O)N1c2ccccc2Sc2ccccc21 (stereo not given)	0	-7	-6	1	-7	1.4	-8	3	4
26	COc1ccccc1C(c1nnnn1C(C)(C)C)N1CCCc2ccccc21 (stereo not given)	2	11	2	5	1	-0.2	-3	-3	7
27	S=c1[nH]nc([C@@H]2C[C@H]2c2ccccc2)n1-c1ccccc1Cl	2	-3	-2	6	0	-1.2	4	0	-10
28	O=C(c1cccc(S(=O)(=O)N2CCOCC2)c1)N1CCCc2ccccc21	-5	-3	3	8	1	-1.3	3	1	-2
29	Cc1ccc(CCC(=O)Nc2ccccc2C(=O)O)o1	9	-1	4	7	2	-1.5	4	7	6
30	O=C(NCC(c1ccco1)N1CCCC1)c1cc(=O)[nH]c2ccccc12 (stereo not given)	nt	nt	-2	5	nt	nt	1	5	nt
31	CN(C)c1ccc(/C=N/NC(=O)C2COc3ccccc3O2)o1 (stereo not given)	18	2	3	10	3	-5.8	2	3	8
32	Cc1cccc(C(=O)NCC(=O)OCc2cc(=O)n3ccsc3n2)c1	-22	-3	-5	9	1	1.9	1	0	-10
33	Cc1n[nH]c(C)c1S(=O)(=O)N1CCOCC1	2	-1	2	2	-1	-1.1	3	3	2
34	COc1ccc2ccc(OCC(=O)Nc3cc(C)on3)cc2c1	3	0	0	6	nt	nt	4	0	1
35	COc1ccc(C)cc1NC(=S)NN1CCN(C)CC1	2	-3	3	-2	0	-1.0	4	2	-1
36	Cc1ccc(NC(=S)NC2CC3CCC(C2)N3Cc2ccco2)c(C)c1 (stereo not given)	5	0	3	5	-1	-1.4	9	-1	4
37	O=C(COC(=O)/C=C/c1ccc(F)cc1)NC1CC1	nt	nt	2	9	nt	nt	-1	1	nt
38	O=C(Cc1ccc(Cl)cc1)NC1CC1	-1	7	1	-2	-5	0.8	1	-1	-1
39	C/C(NCc1ccccc1)=C(\C#N)C(=O)NCc1ccccc1	-9	-1	5	10	3	1.5	7	1	0
40	N#CCCN(C(=O)COC(=O)c1ccc(CNS(=O)(=O)c2ccc(F)c(Cl)c2)cc1)c1ccc(F)cc1	1	2	14	3	-2	-1.6	-6	-2	2
41	Cc1cccc(-n2nc3c(c2NC(=O)c2ccco2)CS(=O)C3)c1C (stereo not given)	-8	2	-1	-5	-6	-0.6	2	-1	-2
42	O=C(N/N=C/c1c(Cl)nc2ccccn2c1=O)c1cccnc1	3	-3	7	3	-2	-1.0	6	15	5
43	CC(=O)NC(c1cc(Cl)c2ccccc2c1O)C(C)C (stereo not given)	7	6	1	-1	nt	nt	5	9	3
44	Cc1cc(/C=C2\C(=O)NN(c3ccccc3)C2=O)c(C)n1-c1ccccc1O	-2	-3	3	0	3	0.8	7	10	3
45	NC(=O)Cn1cc(C(=O)C(=O)N2CCOCC2)c2ccccc21	4	3	9	1	-2	-0.5	10	1	2
46	CCN1CCN(C(c2ccc(C(F)(F)F)cc2)c2ccc3cccnc3c2O)CC1 (stereo not given)	39	-2	2	2	10	0.9	3	15	17
47	C[C@H](CO)N1C[C@H](C)[C@@H](CN(C)C(=O)Nc2ccc(C(F)(F)F)cc2)Oc2c(cccc2N(C)C)C1=O	nt	nt	-1	7	nt	nt	-1	0	nt
48	C[C@@H]1NC(=O)c2cc([N+](=O)[O-])cc(I)c2OCC[C@@H](C(=O)NC(CC(=O)O)C(N)=O)NC(=O)[C@H](CC(N)=O)NC1=O (stereo not given in full)	6	-4	-3	-3	1	nt	nt	1	5

# A second format for two compounds above.
3	COC(=O)C1(CCSC)NC(c2ccc(O)cc2)C2C(=O)N(c3ccc4c(c3)OCCO4)C(=O)C21 (stereo not given)
4	N#Cc1ccc(OCC(=O)NCCc2ccc(S(N)(=O)=O)cc2)cc1
screen / no.,3,4
MCL1-BIM inh,6,10
PME-1 primary,-8,-2
pPAFAH FP inh,1,-4
GLD-1 RNA inh,0,7
Fam108B counter,2,-3
MEX-5 binding,-0.7,2.2
PAFAH1B2 FP inh,-1,0
AHR activator,0,2
BCLXL inh,5,9

# (continued)
No.	molecule	MCL1-BIM inh	PME-1 primary	pPAFAH FP inh	GLD-1 RNA inh	Fam108B counter	MEX-5 binding	PAFAH1B2 FP inh	AHR activator	BCLXL inh
49	CS(=O)(=O)c1ccc2nc(NC(=O)c3cccc([N+](=O)[O-])c3)sc2c1	6	-6	2	-2	-2	-0.7	-2	18	4
50	O=C(O)CCCCCNS(=O)(=O)c1cccc2c1C(=O)c1ccccc1C2=O	4	-7	0	-4	0	1.6	3	6	17
51	Cc1ccc(S(=O)(=O)N2CCN(C(=O)N3CCOCC3)CC2)cc1C	9	-3	6	0	1	0.9	-3	-1	3
52	CCN(CC(=O)NCc1ccc(F)cc1)C(=O)/C=C/c1ccc(OC)cc1	-14	5	2	2	5	0.5	9	1	-2
53	C/C=C/C(=O)OCC(=O)Nc1cc([N+](=O)[O-])ccc1Cl	-2	2	0	-7	3	0.2	7	0	0
54	COc1ccc(C2(C)NC(=O)N(CC(=O)NCCC3=CCCCC3)C2=O)cc1OC (stereo not given)	-21	-6	5	1	3	0.5	-1	-1	-6
55	O=C(O)C1C2C=CC3(O2)C1C(=O)N1c2ccccc2COC13 (stereo not given)	-4	-5	-1	1	-5	0.4	1	-1	7
56	COc1cc(/C=C2\C(=N)N3N=C(S(C)(=O)=O)SC3=NC2=O)ccc1OS(=O)(=O)c1ccc(C)cc1	13	-7	8	4	-12	-9.2	14	3	3
57	Cc1ccccc1C(=O)NNC(=S)NC(=O)c1cccnc1	-5	-6	-1	1	1	1.7	6	4	1
58	Cc1ccc(Cl)cc1NC(=O)Cn1nc(-c2cccs2)ccc1=O	4	-8	-11	7	-10	0.3	2	17	-2
59	O=C(O)c1cccc(Sc2ccc(Br)cc2C(=O)O)c1	8	-2	-1	-3	nt	nt	1	1	1
60	CCOc1cc(C(F)(F)F)cnc1/C(N)=N/O	9	3	-8	9	0	-0.7	-1	0	2

# Compounds from the list above that contain an NH in an aromatic ring, in the order listed:
No.	molecule	MCL1-BIM inh	PME-1 primary	pPAFAH FP inh	GLD-1 RNA inh	Fam108B counter	MEX-5 binding	PAFAH1B2 FP inh	AHR activator	BCLXL inh
5	COc1ccc(N2CCN(S(=O)(=O)c3c(C)[nH]c(C)c3C(=O)N3CCCCC3)CC2)cc1	0	-9	8	10	-5	0.7	-1	1	0
10	Cc1cc(=O)[nH]c(N/N=C/c2ccc(Cl)c([N+](=O)[O-])c2)n1	4	1	1	-1	4	-1.6	4	3	0
17	Nc1ccccc1-c1nnc(SCc2ccccc2F)[nH]c1=O	3	-1	10	4	2	-0.5	7	9	6
21	COc1ccc2nc(SCC(=O)Nc3ccc(S(=O)(=O)Nc4onc(C)c4C)cc3)[nH]c2c1	0	4	6	5	2	2.0	-4	2	11
27	S=c1[nH]nc([C@@H]2C[C@H]2c2ccccc2)n1-c1ccccc1Cl	2	-3	-2	6	0	-1.2	4	0	-10
30	O=C(NCC(c1ccco1)N1CCCC1)c1cc(=O)[nH]c2ccccc12 (stereo not given)	nt	nt	-2	5	nt	nt	1	5	nt
33	Cc1n[nH]c(C)c1S(=O)(=O)N1CCOCC1	2	-1	2	2	-1	-1.1	3	3	2

# Assay outcomes: PubChem, several laboratories
